Compound activity (PubChem)
K1F lysis inhibition = inhibition of K1F phage lysis, E. coli UTI89, bacterial capsule biogenesis inhibitors, alamar blue (AID 488966); E. coli UTI89 K1F phage lysis, alamar blue, 2 h; higher % means a stronger effect; inhibition, % at 100 µM, or IC50 in µM where a hit was titrated; actives 0.02% (n = 340,000);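 active = phage lysis inhibition, versus mean bacterial control, above a set limit; inconclusive = no clear call, values can overlap the other calls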;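 note: capsule biogenesis inhibitors block K1F phage lysis so surviving cells raise fluorescence; higher fluorescence means more inhibition of phage lysis; actives were called in the ten point dose series up to 300 µM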
Myeloid diff 2 = induction of myeloid progenitor differentiation, primary screen, cell-based, flow cytometry, MLPCN library | AID 624256, 2012 | calls only at 10 µM | ER-HoxA9 myeloid progenitors, lysozyme-GFP differentiation | actives 1% (n = 360,000);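 active = normalized GFP-positive differentiation at or above the plate's own cutoff, the solvent-only control mean plus 3 SD; inconclusive = no clear call, values can overlap the other calls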;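 note: cells exposed to compound for four days before flow analysis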
Rac1 GTP hydrolysis = MgcRacGAP GTPase-activating activity inhibitors, confirmation, biochemical, ADP Hunter fluorescence. AID 624330, 2012. MgcRacGAP-stimulated Rac1 GTP hydrolysis, ADP Hunter fluorescence; higher % means a stronger effect; GST-tagged Rac1 F28L mutant substrate. inhibition, % at 30 µM, or IC50 in µM where a hit was titrated. actives 0.6% (n = 340,000). Rac GTPase-activating protein 1 (Homo sapiens);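 active = first-screen hits whose inhibition reached a set limit at any dose in the follow-up dose series; inconclusive = inhibition above the set first-screen limit but never retested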;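 note: fluorescence reports GDP produced by GAP-driven GTP hydrolysis; strong numbers were not always called active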
NTR1 ag = agonists of NTR1, primary screen, imaging, U2OS cells, beta-arrestin-GFP, high content (AID 493036) | Neurotensin receptor type 1 (Homo sapiens), P30989 | actives 0.17% (n = 330,000) | activation, % at 20 µM | NTR1-U2OS beta-arrestin-GFP spot imaging, agonist mode;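 active = activation at or above 40% of the spot to cytoplasm intensity ratio, with at least 20 cells analyzed; inconclusive = wells under 20 cells, flagged as cytotoxic or low count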;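 note: 0% = DMSO without peptide and 100% = 100 nM NTR1 peptide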
Target sequence (P30989 whole entry, looked up): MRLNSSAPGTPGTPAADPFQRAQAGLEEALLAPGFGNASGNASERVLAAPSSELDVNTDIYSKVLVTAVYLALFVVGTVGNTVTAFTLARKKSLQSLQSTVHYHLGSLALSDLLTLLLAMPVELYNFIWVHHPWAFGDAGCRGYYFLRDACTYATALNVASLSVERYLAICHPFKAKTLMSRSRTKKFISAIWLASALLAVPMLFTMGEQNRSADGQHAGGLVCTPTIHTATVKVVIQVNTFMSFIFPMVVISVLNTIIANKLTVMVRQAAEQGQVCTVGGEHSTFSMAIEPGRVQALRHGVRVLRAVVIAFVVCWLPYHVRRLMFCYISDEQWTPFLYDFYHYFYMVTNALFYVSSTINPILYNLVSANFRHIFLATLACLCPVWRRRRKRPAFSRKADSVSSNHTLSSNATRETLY
PhoP inhibition = inhibitors of PhoP regulon expression, primary screen, Salmonella Typhimurium, GFP reporter (AID 1863); S. Typhimurium PhoP-regulated promoter GFP reporter, 4 h; higher % means a stronger effect; inhibition, % at 50 µM, or IC50 in µM where a hit was titrated; actives 0.16% (n = 300,000);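 active = inhibition over 29.93%, a cutoff 3 SD above the screen mean, later confirmed by dose response; inconclusive = inhibition over 29.93% but no dose response follow-up; inactive = inhibition at most 29.93% or unconfirmed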;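 note: 0% = low Mg2+ inducing control and 100% = high Mg2+ repressing control; strong numbers were not always called active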
TNAP activators = human TNAP enzyme activators, primary screen, biochemical, luminescent, no phosphate acceptor, uHTS (AID 1001). activation fold at 20 µM; hits with a dose series show EC50 in µM. purified TNAP, luminescent activation assay, no phosphate acceptor; higher activation fold means a stronger effect. actives 0.03% (n = 200,000); in the data active = activation fold from about 3, or a potency from the dose series; inactive = the rest, 99 in 100 with activation fold below about 1.6; note: many of its hits are not listed in these tables
RSV CPE inhibition = RSV antiviral activity via CPE protection, HEp-2 cells, primary 10 µM value included (AID 2391). HEp-2 cells, RSV-induced CPE inhibition; higher % means a stronger effect. CPE inhibition, % at 10 µM, or IC50 in µM where a hit was titrated. actives 0.13% (n = 310,000); in the data active = a potency from the dose series; inconclusive = CPE inhibition mostly from about 23% at the one dose, without a potency; inactive = the rest, 99 in 100 with CPE inhibition below about 21%; note: strong numbers were not always called active
SV40 large T antigen = SV40 large T antigen inhibitors, biochemical (AID 1903) | actives 0.39% (n = 310,000) | SV40 large T antigen ATPase/helicase inhibition assay; higher % means a stronger effect | inhibition, % at 20 µM, or IC50 in µM where a hit was titrated; in the data active = a potency from the dose series; inconclusive = inhibition mostly from about 32% at the one dose, without a potency; inactive = the rest, 99 in 100 with inhibition below about 32%; note: strong numbers were not always called active
T cell modulator = modulators of CD8 T cell-vesicle binding, primary screen, mouse 2C CD8+ T cells, flow cytometry | AID 2052, 2009 | calls only at 7 µM | actives 0.068% (n = 330,000) | 2C CD8+ T cell-vesicle binding; hits give low values;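 active = response, share of CD8 T cells binding vesicles, and their 90th percentile fluorescence all below set limits, cut at about 80% in these data, passing the limit was not always enough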
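Material: 2C TCR transgenic mouse naive CD8+ T cells, MACS-purified. Also added: QL9-charged Drosophila Ld/ICAM-1/B7-1 vesicles. Timing: binding 1.5 h at 37 °C. Measured by: high-throughput flow cytometry with anti-B7-1 and anti-CD8 staining. Read-out: percent CD8+ FL2 mean versus row control. Controls: Unloaded micro-vesicles (low), QL9 vesicles with 0.7% DMSO (high).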
T cell modulator vesicle-bound % = second read-out of T cell modulator, no call of its own (marks repeat the call); double positive events, %; measured here: CD8+ vesicle-bound cell fraction;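 binding gate set so that unloaded-vesicle control wells show 10% double positive cells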
NTR1 ag cell count 20 µM = further read-out of NTR1 ag, marked with its call; cell count; measured here: cell count, cytotoxicity flag
Myeloid diff 2 GFP+ MAC1+ % = also measured in Myeloid diff 2; calls as there; GFP+ MAC1+ double positive, %; measured here: differentiation confirmed by MAC1 staining
* marks the source's active call; other numbers are inactive results; i = inactive; u = inconclusive; x = not tested or not shown; [ ] = another dose, or the depositor's remark. No enrichment for hits; overall some 2.3% were active at least once.

SMILES,K1F lysis inhibition,Myeloid diff 2,Myeloid diff 2 GFP+ MAC1+ %,Rac1 GTP hydrolysis,NTR1 ag,NTR1 ag cell count 20 µM,PhoP inhibition,TNAP activators,RSV CPE inhibition,SV40 large T antigen,T cell modulator,T cell modulator vesicle-bound %
COc1cc(NC(=O)COC(=O)CNC(=O)c2cc(C)cc(C)c2)c(C)cc1[N+](=O)[O-],0.0%,i,0.3,7%,1.2,62,11%,1.1,-0.2%,1%,i,32
COc1ccc(C(=O)NC(=S)N2CCN(c3ccccc3OC)CC2)cc1OC,0.3%,i,1.4,7%,-0.4,57,1%,x,-0.3%,27%,i,17
CCCc1cc(=O)oc2cc(C)cc(OCC(=O)NC3CCN(Cc4ccccc4)CC3)c12,0.3%,u,x,x,2.7,52,-5%,x,-1.1%,12%,i,43
O=C(NC1CCCCC1)C(c1ccccn1)N(C(=O)c1csnn1)c1ccccc1F (stereo not given),0.0%,i,0.3,3%,-1.5,65,-2%,x,0.0%,13%,i,32
Cc1ccccc1NC(=O)C1Cc2ccccc2CN1C(=O)OCc1ccccc1 (stereo not given),2.3%,i,0.9,-5%,2.2,58,0%,1.1,0.6%,13%,i,50
Cc1ccc(NC(=O)COC(=O)CN2C(=O)C3CCCCC3C2=O)cc1C (stereo not given),0.4%[50 µM],i,0.7,5%,1.1,55,x,x,1.9%,x,i,40
Cc1cc(NC(=O)C2CCCCC2)nc2c1c(=O)oc1ccccc12,0.0%,i,0.4,10%,9.2,45,-3%,1,2.4%,11%,i,36
NC(=O)c1cc(S(=O)(=O)NCc2cccc(Br)c2)cs1,-0.1%,i,1.1,7%,0.2,76,-3%,x,3.6%,6%,i,46
COc1ccc(NC(=O)CSc2nnc(-c3cccs3)n2C)cc1OC,0.2%,i,0.4,3%,-0.5,71,-4%,1,2.4%,3%,i,53
O=C(O)c1ccc2nnn(O)c2c1,0.2%,i,0.8,10%,1.7,62,-3%,x,0.4%,9%,i,30
O=c1[nH]n2c(=O)c3c([nH]c2c1N=Nc1ccccc1)CCC3,0.2%,i,0.4,9%,4.3,62,-4%,1.6,4.5%,8%,i,33
CC(C)(C)c1ccc(S(=O)(=O)C(C)(C)C)cc1,2.8%,i,0.5,-8%,2.5,24,5%,1.1,-0.9%,0%,i,51
Cc1ccsc1C(C(=O)NC(C)(C)C)N(C(=O)c1csnn1)c1ccccc1 (stereo not given),0.1%,i,0.2,4%,-0.1,35,4%,1.1,0.4%,12%,i,26
Cn1c(C(=O)Nc2ccc(Cl)cc2)cc2cc(Cl)ccc21,0.2%,i,0.5,1%,2.3,58,-4%,x,3.8%,4%,i,62
CN(C)CCCn1c(=S)[nH]c2ccccc2c1=O,0.5%,i,0.2,10%,3.4,37,6%,1,-0.7%,5%,i,57
Cc1ccnc2nc(C(=O)OC(C)C(=O)NCc3ccccc3)nn12 (stereo not given),0.1%,i,0.6,4%,0.1,60,x,x,1.5%,x,i,43
CCN(C(=O)COC(=O)c1ccc(SC)cc1OC)C1CCS(=O)(=O)C1 (stereo not given),0.6%[50 µM],i,0.8,4%,3.2,66,x,x,x,x,i,8
Cc1ccc(S(=O)(=O)N2CCN(C(=O)COC(=O)/C=C/c3ccccc3)CC2)c(C)c1,0.2%[50 µM],i,0.9,1%,-3.4,45,x,x,0.3%,x,i,14
COC(=O)C1CCN(C(=O)COC(=O)c2oc3ccc(OC)cc3c2C)CC1,-0.1%,i,0.5,10%,1.6,55,-4%,x,1.0%,8%,i,28
CC1CCCN(S(=O)(=O)c2cccc(-c3cn4cccnc4n3)c2)C1 (stereo not given),2.9%,i,0.7,6%,1.5,50,3%,1.1,1.8%,8%,i,24
COc1ccc(C2C(C(=O)c3ccc(C)o3)=C(O)C(=O)N2Cc2cccnc2)cc1 (stereo not given),0.0%,i,2.6,-2%,-0.9,52,1%,x,1.4%,5%,i,48
CC1CCCC(NC(=O)CSc2nnc(-c3cccnc3)n2N)C1C (stereo not given),-4.3%,i,0.9,4%,0.0,57,x,x,x,x,i,40
COc1ccc(NC(=O)/C=C2\SC(=O)NC2=O)cc1,>150µM*,i,0.7,6%,1.9,64,-5%,1.1,0.4%,18%,i,50
Cc1cccc(C)c1NC(=O)C(C)Sc1n[nH]c(-c2ccncc2)n1 (stereo not given),0.5%,x,x,4%,1.2,65,-2%,x,1.2%,4%,i,60
O=C(Cn1c(=O)c2cccn2c2ccc(F)cc21)N1CCN(c2ccc(F)cc2)CC1,0.3%,i,1.9,6%,2.8,59,-8%,x,0.6%,6%,i,12
O=C(CCc1nnc(Cc2ccc3c(c2)OCO3)o1)NC(c1ccccn1)C(F)(F)F (stereo not given),-0.1%,i,0.2,4%,-1.1,94,-2%,1.1,-0.1%,1%,i,52
O=C(COC(=O)CCC(=O)c1ccccc1)Nc1nnc(-c2ccccc2)o1,2.1%[50 µM],i,0.9,6%,0.3,65,-9%,x,-1.2%,9%,i,31
COc1nccnc1NS(=O)(=O)c1ccc(N=Cc2c(C)[nH]n(-c3ccc(C)c(C)c3)c2=O)cc1,0.1%,i,7.0,8%,-0.5,45,-15%,1,0.2%,16%,i,12
CCOC(=O)C1CCCN(C(=O)CCc2nnc(-c3ccc(C(C)=O)s3)o2)C1 (stereo not given),-0.3%,i,0.8,1%,-0.1,62,1%,x,-0.9%,21%,i,8
Cc1cc(N2C(=O)C(=O)/C(=C(/O)c3ccc(F)cc3)C2c2cccc(Br)c2)no1 (stereo not given),-3.9%,i,1.2,2%,3.8,72,-3%,1.1,1.5%,0%,i,42
Cn1c(SCC(=O)NC2CC2)nnc1C1CC1,0.0%,i,0.0,4%,0.9,71,-4%,x,0.4%,5%,i,33
O=S(=O)(Nc1ncnc2c1oc1ccccc12)c1ccc(Cl)s1,-0.5%,i,0.5,-1%,-2.0,104,x,1,0.8%,x,i,6
CCCOC(=O)COC(=O)c1ccccc1NC(=O)c1ccccc1,0.3%,i,0.1,9%,-0.3,77,-4%,1,-0.2%,17%,i,55
O=C(O)c1cc(S(=O)(=O)NC(CO)C(O)c2ccc([N+](=O)[O-])cc2)ccc1Br (stereo not given),-1.1%,i,0.3,-2%,0.7,59,8%,x,-0.8%,2%,i,40
O=C(CN1C(=O)NC2(CCCCC2)C1=O)N1CCc2ccccc2C1,0.3%,i,0.7,3%,-0.9,26,-1%,1,-0.8%,2%,i,29
CCOC(=O)C1CCCN(S(=O)(=O)c2c(C)[nH]c(C)c2C(=O)N2CCCC2)C1 (stereo not given),1.2%,i,0.8,5%,-0.4,57,2%,x,0.5%,10%,i,26
CCCOC(=O)C1C2C=CC(C2)C1C(=O)OCC(=O)c1ccccc1 (stereo not given),0.1%,i,0.9,6%,1.3,72,-8%,1.1,2.0%,-5%,i,44
O=C(Nc1cccc2ccccc12)N1CCN(c2ccccc2)CC1,0.3%,i,0.7,6%,-0.6,44,3%,1.1,1.1%,21%,i,3
CCOC(=O)N1CCN(S(=O)(=O)c2ccc(OC)c(Cl)c2Cl)CC1,0.3%,i,0.3,8%,-0.6,34,4%,1,17%,12%,i,42
CCC(Oc1ccccc1)C(=O)Nc1nnc(S(=O)(=O)N2CCCCC2)s1 (stereo not given),-0.1%,i,5.8,-4%,0.8,59,-5%,x,x,15%,i,24
CCN(CC(=O)Nc1ccccc1Br)Cc1nc2ccccc2c(=O)[nH]1,-0.5%,i,0.6,10%,1.1,54,0%,1,1.1%,13%,i,15
COCCNC(=O)C(c1ccncc1)N(C(=O)Cn1nnc2ccccc21)c1ccc(OC)cc1 (stereo not given),0.9%,i,0.6,11%,-1.2,74,-9%,1.1,0.9%,6%,i,52
O=C(C1=C(O)C(=O)N(CCN2CCOCC2)C1c1cccs1)c1cc2ccccc2o1 (stereo not given),0.4%,i,0.2,-1%,-0.3,50,x,x,2.7%,14%,i,59
CN(CC(=O)NCc1ccncc1)S(=O)(=O)c1ccc(F)cc1,0.8%[50 µM],i,7.6,6%,-0.5,56,0%,1.1,0.9%,3%,i,8
COc1ccc(-c2nc(C(N)=O)c3[nH]c(=O)n(-c4cccc(C)c4)c3n2)c(OC)c1,0.0%,i,2.4,-1%,7.4,51,-11%,1.6,6.8%,27%,i,46
O=C1C=C(c2ccccc2)CC(/C=C/c2ccccc2)C1 (stereo not given),0.8%[50 µM],i,0.2,9%,8.6,80,-6%,1,5.1%,9%,i,46
O=C(CC1CS(=O)(=O)CC1CC(=O)Oc1ccccc1F)Oc1ccccc1F (stereo not given),3.0%,i,0.3,9%,-1.3,58,9%,1,-0.2%,12%,i,20
CC(c1nnc(Sc2nnnn2-c2ccccc2)n1-c1ccc(F)cc1)N(C)C (stereo not given),-0.1%,i,0.3,-5%,0.3,74,-8%,1.1,-0.6%,3%,i,27
CCOC(=O)c1cc(-c2ccccc2C)nn1Cc1cc(C)no1,1.5%,i,1.2,3%,4.7,58,9%,x,-0.3%,3%,i,25
Cc1sc2ncnc(OCC(=O)N3CCN(S(=O)(=O)c4ccccc4)CC3)c2c1C,-0.6%,i,1.4,3%,-0.1,76,8%,1.1,1.2%,-1%,i,40
COc1ccc(S(=O)(=O)N2CCCN(C)CC2)cc1,0.1%,i,0.4,7%,0.1,44,7%,x,1.4%,3%,i,33
